ERp5 inh – inhibitors of human ERp5 | ERp5 insulin aggregation, absorbance 650 nm, 90 min | Q15084 | inhibition, % at 9.99 µM | 350,000 compounds, 0.05% hits;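 active = mean replicate inhibition above about 25%, with every replicate also reaching it, limit read from the data, passing the limit was not always enough; inconclusive = only one of those two criteria met; inactive = neither criterion met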
E-sel inducer – induces E-selectin expression in human endothelial cells. HUVEC E-selectin immunofluorescence imaging; normalized: neutral wells 0, TNF-alpha wells 100. 260,000 compounds, 0.37% hits. activation, % at 7.58 µM. P16581;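 active = mean E-selectin-positive cell signal at least 10% of the positive control, reached in at least 60% of replicates, without over 20% cell loss; inconclusive = no rule given, readout overlaps actives, possibly toxicity-flagged; inactive = the rest, including those meeting only one limit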;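 note: in these data hits start at about 27%; measured in HUVEC primary endothelial cells; signal is the percent of cells scored E-selectin positive by PE staining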
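System: HUVEC / Compound: single concentration / Signal: immunofluorescence imaging / Read-out: percent E-selectin-positive cells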
esBAF inh – SWI/SNF esBAF complex inhibition. AID 602393. 350,000 compounds, 2% hits. mouse ES cells, Bmi1-luciferase knock-in reporter, 24 h; 100% = twice the neutral-well signal. reporter increase, % at 12.5 µM; in the data active = activation above about 40%; inconclusive = no clear call, values can overlap the other calls;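 note: 0% = median of the plate's neutral control wells and 100% = double that signal; a rise in the Bmi1 reporter signal indicates esBAF inhibition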
PglD DTNB – PglD (C. jejuni) enzyme inhibition. purified PglD enzyme, DTNB colorimetric CoA detection. inhibition, % at 12.5 µM. 360,000 compounds, 0.098% hits; in the data active = inhibition above about 16%, passing the limit was not always enough; inconclusive = no clear call, values can overlap the other calls; note: strong numbers were not always called active
RAD54 inh – RAD54 (human) branch migration inhibition | inhibition, % at 10.4 µM | Q92698 | 360,000 compounds, 0.14% hits | RAD54 Holliday junction branch migration, FAM/BHQ fluorescence;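 active = mean normalized replicate activity at least 40 and at least half of replicates scoring 40 or more; inconclusive = only one of the two criteria met; inactive = mean below 40 and under half of replicates reaching 40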;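 note: 0% = median of neutral control wells and 100% = median of positive control wells; inhibitors cause a drop in the FAM fluorescence signal; in these data hits start at about 50%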
RAD52 anneal inh – inhibitors of human RAD52 DNA annealing; recombinant RAD52 DNA annealing, FRET fluorescence; inhibition, % at 18.7 µM; 360,000 compounds, 0.46% hits;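 active = every replicate showing at least 50% inhibition; inconclusive = mean inhibition at least 50% but not in every replicate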
Target sequence (P43351 whole entry, looked up): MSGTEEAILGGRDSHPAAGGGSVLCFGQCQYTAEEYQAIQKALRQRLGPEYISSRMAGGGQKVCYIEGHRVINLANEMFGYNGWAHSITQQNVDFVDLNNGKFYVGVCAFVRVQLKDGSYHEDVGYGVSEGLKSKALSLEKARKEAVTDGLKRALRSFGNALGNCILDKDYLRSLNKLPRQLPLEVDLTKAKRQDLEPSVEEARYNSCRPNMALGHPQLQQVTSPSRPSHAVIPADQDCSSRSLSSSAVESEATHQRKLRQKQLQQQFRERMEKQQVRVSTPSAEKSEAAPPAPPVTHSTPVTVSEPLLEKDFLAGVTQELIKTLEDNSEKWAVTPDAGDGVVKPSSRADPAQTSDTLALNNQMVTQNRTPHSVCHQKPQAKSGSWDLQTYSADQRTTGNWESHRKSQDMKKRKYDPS
Casp6 inh – caspase-6 (human) enzyme inhibition; purified caspase-6, Z-VEID-R110 cleavage fluorescence; inhibition, % at 12.5 µM; P55212; 350,000 compounds, 0.53% hits;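 active = mean inhibition across replicates at least about 35%, with every replicate also reaching that limit, limit read from the data; inconclusive = only one of the two criteria met; inactive = neither criterion met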;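 note: 0% = median of neutral control wells and 100% = no fluorescence left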
Target sequence (P55212 24-179 limits assumed): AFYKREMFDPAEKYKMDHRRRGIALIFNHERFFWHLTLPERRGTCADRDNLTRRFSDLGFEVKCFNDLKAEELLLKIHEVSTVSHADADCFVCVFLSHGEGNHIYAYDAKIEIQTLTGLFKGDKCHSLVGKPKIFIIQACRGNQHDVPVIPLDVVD
Target sequence (P55212 194-293 limits assumed): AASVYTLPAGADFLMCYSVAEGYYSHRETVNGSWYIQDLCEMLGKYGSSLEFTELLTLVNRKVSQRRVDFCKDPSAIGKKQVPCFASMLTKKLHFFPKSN
ARNT TACC3 PPI – ARNT/TACC3 interaction disruption | AlphaScreen His-ARNT PAS-B/GST-TACC3 binding, luminescence; TACC3 fragment carries E629A point mutation | inhibition, % at 9.99 µM | 390,000 compounds, 0.66% hits;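 active = mean inhibition of replicates at least 50% and at least half of replicates each reaching 50%; inconclusive = half or more replicates reach 50% but mean below 50%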;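 note: 0% = complete ARNT plus TACC3 wells and 100% = ARNT alone without TACC3; many hits fall short of the cut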
The depositor's hits bear a star; ? = inconclusive; nt = not tested or not shown. This is a subset. The share of hits here may be higher or lower than overall.

The line under a structure holds: ERp5 inh	E-sel inducer	esBAF inh	PglD DTNB	RAD54 inh	RAD52 anneal inh	Casp6 inh	ARNT TACC3 PPI
> COC(=O)C1=C(c2cccc(OCc3ccccc3)c2)C[C@@H]2CC[C@H]1N2C(=O)NCc1ccc(OC)c(OC)c1
    -4	-0.3	3	3	8	20	-2	1
> O=C1CN(O)C(c2ccccc2)=c2cc(Br)ccc2=N1
    -6	nt	-11	-3	-10	-5	0	0
> CCN1CCN(C(=O)Cc2ccc(C)cc2)CC1
    0	nt	16	-7	-2	-7	0	3
> C[C@H]1COc2cccc(N3CCN(C)CC3)c2S(=O)(=O)N1
    3	3.5	nt	nt	nt	-23	-16	nt
> O=C1CN(O)C(c2ccccc2Cl)=c2cc(Br)ccc2=N1
    3	0.2	-12	-7	-3	16	3	37
> CCOP(=O)(OCC)C(NC(=O)CC(C)C)C(Cl)(Cl)Cl (configuration not stated)
    -8	0.0	nt	nt	nt	-5	1	-6
> O=C(NCc1ccc(C(=O)N2CCC3(CC2)OCCO3)cc1)c1cccc(Br)c1
    nt	nt	8	2	-5	nt	nt	-4
> CC(=NCCCn1ccnc1)c1c(O)n(-c2ccccc2)c(=O)[nH]c1=O
    4	1.5	nt	nt	nt	0	-7	11
> C#C[C@]1(O)CCC2C3C(=O)C=C4C=CCC[C@]4(C)C3CC[C@@]21C (some centres not stated)
    1	-0.4	1	5	13	8	-2	nt
> CCC1CN1P(=O)(Oc1ccc(Cl)cc1)N1CC1CC (configuration not stated)
    3	-0.9	1	-15	4	-8	-9	7
> COC(=O)[C@H]1[C@H](CO)[C@H]2Cn3c(cccc3=O)[C@@H]1N2C(=O)C1CCCC1
    -4	-0.4	-8	3	8	14	-10	nt
> CSC(=Nc1ccccc1)c1c(O)n(C)c(=O)n(C)c1=O
    -1	nt	11	-2	-22	-100	3	7
> Cc1ncoc1C(=O)NCC1=C(c2ccc(S(C)(=O)=O)cc2)C[C@@H]2CC[C@H]1N2CCOc1ccccc1
    4	0.1	-4	0	6	-12	3	nt
> Nc1c(C(=O)NCc2ccco2)c2nc3ccccc3nc2n1CCN1CCOCC1
    nt	nt	1	3	9	nt	nt	30
> Cc1cc(C=C2C(=O)NC(=O)NC2=O)c(C)n1-c1ccc2c(c1)OCO2
    1	nt	-3	1	-6	-55	0	-2
> CCCCNC(=O)NC(C(N)=O)P(=O)(OCC)OCC (configuration not stated)
    -8	-2.3	nt	3	0	-3	-4	-6
> C/C(=N\Nc1ccccc1)c1c(O)n(C)c(=O)n(C)c1=O
    -1	-0.3	nt	-1	-7	-13	1	-5
> Brc1ccc2c(c1)-n1nncc1CNC2
    3	-0.2	nt	nt	nt	-4	2	nt
> CCn1cc(CN2CCCC(C(=O)c3sccc3C)C2)cn1 (configuration not stated)
    -6	-0.1	nt	nt	nt	-13	2	-4
> O=C(Cc1cccnc1)N1CCCCN2[C@H](CO)[C@@H](c3ccc(C#CC4(O)CCCC4)cc3)[C@H]2C1
    1	-0.1	3	-6	3	0	-2	-6
> CC(C)(C)C(=O)N1Cc2ccccc2-n2nncc2C1
    2	-1.8	1	-5	-2	-10	-1	29
> COc1ccc(CN2C(=O)NC(=O)/C(=C\c3ccco3)C2=O)cc1
    6	nt	-2	6	-27	-177	82*	-1
> O=C(C1CCN(S(=O)(=O)c2ccccc2)CC1)N1CCC2(CC1)OCCO2
    nt	nt	-1	-3	-2	nt	nt	-3
> COC(=O)[C@H]1[C@H](CO)[C@H]2Cn3c(ccc(C4=CCCC4)c3=O)[C@@H]1N2CC1CCCCC1
    -7	-0.3	4	-5	-2	-14	2	4
> O=C(Cn1cc(C(=O)c2ccccc2F)c2ccccc21)NC1CC1
    -3	nt	nt	nt	nt	-18	-1	-1
> COC(=O)[C@@H]1[C@@H](CO)[C@@H]2Cn3c(ccc(/C=C/c4ccccc4)c3=O)[C@H]1N2CC1CCCC1
    5	-0.6	6	-5	8	8	-3	-133
> Cc1ccc(-n2c(O)c(C=Nc3ccc(Br)cn3)c(=O)[nH]c2=O)cc1
    -2	nt	nt	nt	nt	-225	2	-2
> COP(=S)(OC)SCn1nnc2ccccc2c1=O
    -1	nt	-5	nt	nt	0	-5	nt
> COc1cccc(C2(O)CCN(Cc3ccncc3)CC2)c1
    3	nt	nt	nt	nt	-23	-1	2
> COC(=O)c1ccccc1NC(=O)N1C[C@@H]2C[C@@H](C1)c1cccc(=O)n1C2
    10	nt	4	4	3	-9	-1	-4
> Cc1ccccc1-c1ccc([C@H]2[C@H]3CN(C(=O)Cc4ccccn4)CCCCN3[C@H]2CO)cc1
    4	0.5	nt	1	3	-17	13	1
> COc1ccc(C(=O)N2C[C@H]3C[C@@H](C2)c2cccc(=O)n2C3)cc1OC
    -1	nt	-7	0	-10	-8	-1	-2
> Cc1ccc2c(c1)=C/C(=C\c1c(O)[nH]c(=O)[nH]c1=O)C(=O)N=2
    0	0.6	nt	nt	nt	-30	5	14
> COC(=O)C1=C(c2ccc(Cl)c(C(F)(F)F)c2)C[C@@H]2CC[C@H]1N2C(=O)NC1CC1
    -2	0.1	-3	1	4	-5	-1	-11
> Cc1ccc(-c2cc(-c3ccc(C)cc3)[n+](-c3ccc(C(=O)[O-])cc3)c(-c3ccc(C)cc3)c2)cc1
    6	0.4	4	3	15	32	7	30
> CCCCCCC(C)(C)c1ccc([C@@H]2C[C@H](O)CC[C@H]2CCCO)c(O)c1
    3	0.2	0	-4	1	4	nt	1
> Cn1c(O)c(/C=N/N2CCOCC2)c(=O)n(C)c1=S
    1	nt	-3	-3	-4	-39	-2	-1
> CCCCc1ccc2[nH]cc(CCN)c2c1
    6	nt	-8	10	8	6	-10	9
> CCC1(CC)C(=O)NC(=O)N(CCc2ccccn2)C1=O
    1	0.0	2	nt	nt	-9	5	-12
> Nc1c(C(=O)NCCc2ccccc2)c2nc3ccccc3nc2n1CCN1CCOCC1
    nt	nt	3	2	0	nt	nt	-29
> COCC#Cc1ccc([C@@H]2[C@@H](CO)N3CCCCN(C(=O)Cc4ccccn4)C[C@@H]23)cc1
    -11	-0.1	nt	-2	1	-8	-3	6
> O=C(c1ccccc1)c1ccccc1N=Cc1c(O)[nH]c(=O)[nH]c1=O
    -6	0.0	nt	nt	nt	-6	0	0
> O=C(NC1CCCCC1)N1Cc2cc(Br)ccc2-n2nncc2C1
    -3	-0.1	nt	nt	nt	-6	2	nt
> O=C1NC(=S)N(c2ccc(Br)cc2)C(=O)/C1=C/N1CCN(C(=O)c2ccco2)CC1
    -3	-0.2	nt	nt	nt	-131	1	1
> CN(C)P(=S)(Nc1ccccc1)C(Cl)(Cl)Cl (configuration not stated)
    1	3.9	5	2	2	-11	-2	-3
> CC(N)C(=O)c1ccco1 (configuration not stated)
    nt	nt	1	-8	-7	nt	nt	-6
> O=C(O)[C@@H]1[C@@H](CO)[C@@H]2Cn3c(ccc(-c4cncnc4)c3=O)[C@H]1N2C(=O)NC1CCCC1
    10	-1.6	2	0	-2	-2	0	-8
> CCc1ccccc1NC(=O)CNC1CCCCC1
    -1	nt	-3	3	-2	-4	-2	-6
> CN(C)C(Cc1ccccc1)C(=O)c1c[nH]c2ccccc12 (configuration not stated)
    1	-0.1	22	10	-7	-28	-4	25
> O=S(=O)(c1ccccc1)N1Cc2ccccc2-n2nncc2C1
    9	-0.1	-1	-4	8	-7	0	nt
> c1ccc(-c2ccc(CN3Cc4ccccc4-n4nncc4C3)cc2)cc1
    3	?	-5	6	3	6	0	nt
> O=c1[nH]c(O)c(C=Nc2cc(F)cc(F)c2)c(=O)[nH]1
    -7	nt	-6	-1	7	-21	1	-5
> Cc1nn(Cc2c(Cl)cccc2Cl)c(Cl)c1C(=O)O
    6	nt	-4	2	3	-18	-2	0
> CN1c2ccc([N+](=O)[O-])cc2CC2(C(=O)NC(=O)NC2=O)C1c1ccccc1 (configuration not stated)
    -2	-2.1	nt	nt	nt	4	11	-2
> CCCN1[C@@H]2c3ccc(-c4ccccc4)c(=O)n3C[C@H]1[C@H](CO)[C@H]2C(=O)OC
    1	-0.4	-2	-1	-8	2	2	-3
> Cc1nn(Cc2ccccc2)c(C)c1C(=O)OCC(=O)Nc1cc(S(C)(=O)=O)ccc1Cl
    -1	nt	nt	nt	nt	3	-2	28
> COC(=O)C1=C(c2ccc(OC)c(OC)c2)C[C@@H]2CC[C@H]1N2C(=O)NCc1ccco1
    2	0.2	1	1	-11	2	1	-2
> CSCc1nnc2n1-c1ccc(Cl)cc1C(c1ccccc1)=NC2
    0	nt	nt	-2	-5	-17	2	-7
> CCCCC(=O)N/N=C/c1c(O)n(CCc2ccccc2)c(=O)[nH]c1=O
    -3	0.0	nt	0	-4	-34	0	nt
> CCCCn1c(=O)c(C(=O)Nc2ccccc2S(N)(=O)=O)c(O)c2ccccc21
    nt	nt	26	-88	7	nt	nt	-17

Going on with the list.
The line under a structure holds: ERp5 inh	E-sel inducer	esBAF inh	PglD DTNB	RAD54 inh	RAD52 anneal inh	Casp6 inh	ARNT TACC3 PPI
> COc1ccccc1N1CCN(Cc2ccc(SC)cc2)CC1
    3	nt	0	0	4	-4	3	2
> COc1ccc(-c2nc(CS(=O)CC(=O)N3CCC4(CC3)OCCO4)c(C)o2)cc1 (configuration not stated)
    nt	nt	-7	4	-2	nt	nt	-7
> C=CCn1c(O)c(/C=N/NC(=O)c2ccncc2)c(=O)[nH]c1=O
    7	0.1	nt	nt	nt	-11	1	78*
> Cc1c(C)c2cc(Cl)c(OCC(=O)N3C[C@H]4C[C@@H](C3)c3cccc(=O)n3C4)cc2oc1=O
    -2	nt	13	4	1	-2	-1	-12
> CCOCCCNC(=O)CN1C2CCC1CC(O)(c1ccc(OC)cc1)C2 (configuration not stated)
    3	nt	-3	-3	-2	-1	0	0
> O=c1[nH]c2ccccc2n1C1CCN(C(c2nnnn2-c2ccc3c(c2)OCCO3)C2CC2)CC1 (configuration not stated)
    1	0.7	15	2	0	-7	1	nt
> COc1ccccc1-n1c(-c2ccoc2)nc2ccccc2c1=O
    nt	nt	6	9	4	nt	nt	7
> COc1cccc(OC)c1C(=O)NC(=S)N1C[C@H]2C[C@H](C1)c1cccc(=O)n1C2
    0	nt	-1	7	1	-5	2	-10
> CCOP(=S)(OCC)Oc1cc(C)oc(=O)c1
    5	1.1	nt	nt	nt	-14	5	7
> CC(C)C(=O)Nc1ccc(S(=O)(=O)N2CC3CC(C2)c2cccc(=O)n2C3)cc1 (configuration not stated)
    1	0.4	-5	-5	5	-6	0	11
